APP 5UTR inh: APP translation inhibition. SH-SY5Y APP 5'UTR-luciferase reporter, luminescence. inhibition, % at 2 µM. 0.82% of 190,000 active. AID 1285;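 active means inhibition above a set limit, derived from the sample mean plus 3 SD, cut at about 45% in these data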; further: values of inactives mirror those of a sister screen read the other way
STAT1 activator: activators of IFN-gamma induced STAT1 signaling | activation (% of control), % at 5.5 µM | NIH 3T3 STAT1-luciferase reporter, luminescence; 100% = IFN-gamma alone, no compound | AID 932 | 2.6% of 200,000 active;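 active means activation above the screen-wide mean activation plus 3 SD, cut at about 130% in these data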;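 further: raw ratio to IFN-gamma control signal so 100% means no change and 0% no light; values of inactives mirror those of a sister screen read the other way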
FLuc inh counter: counter-screen for luciferase assay inhibitors: firefly luciferase inhibition; P08659; ATPLite firefly luciferase biochemical luminescence, 10 min; inhibition, % at 10 µM; 1.5% of 200,000 active; AID 1006;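 active means inhibition above about 50% when tested at 10 µM, limit read from the data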
Target sequence (P08659 whole entry, looked up): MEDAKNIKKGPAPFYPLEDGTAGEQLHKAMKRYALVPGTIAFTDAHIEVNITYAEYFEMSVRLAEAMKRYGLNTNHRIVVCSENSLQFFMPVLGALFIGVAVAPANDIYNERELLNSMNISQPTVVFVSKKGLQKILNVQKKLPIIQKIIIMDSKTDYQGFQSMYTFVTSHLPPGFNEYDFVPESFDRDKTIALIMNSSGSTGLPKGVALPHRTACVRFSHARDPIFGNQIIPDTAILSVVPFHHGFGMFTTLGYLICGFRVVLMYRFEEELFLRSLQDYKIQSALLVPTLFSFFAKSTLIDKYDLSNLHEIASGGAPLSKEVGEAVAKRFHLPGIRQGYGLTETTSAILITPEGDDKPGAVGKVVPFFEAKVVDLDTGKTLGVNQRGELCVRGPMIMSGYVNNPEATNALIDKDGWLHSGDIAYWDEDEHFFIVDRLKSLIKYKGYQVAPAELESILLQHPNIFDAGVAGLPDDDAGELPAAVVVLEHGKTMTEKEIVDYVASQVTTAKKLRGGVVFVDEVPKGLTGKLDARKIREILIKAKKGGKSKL
STAT3 activator: increases IL-6 driven STAT3 reporter signal | U3A cells, IL-6 STAT3-luciferase reporter, luminescence; 100% = signal with IL-6 EC80 alone | activation (% of control), % at 5.6 µM | 0.91% of 190,000 active | AID 871;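 active means activation above the screen-wide mean of compound activation plus 3 SD, cut at about 130% in these data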;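 further: 0% = background luminescence of wells with medium and substrate only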
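Material: human STAT1-deficient U3A cells with stable STAT3-luciferase reporter / Probe or stimulus: IL-6 stimulus at 33 ng/mL final / Schedule: 1 h compound pre-exposure, 6 h IL-6 stimulation, 37 °C / Technique: luminescence / Read-out basis: percent of IL-6-only median luminescence / Control set: IL-6-only high control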
STAT1 inh: inhibitors of IFN-gamma induced STAT1 signaling; NIH 3T3 STAT1-luciferase reporter, luminescence; inhibition, % at 5.5 µM; 0.35% of 200,000 active;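 active means inhibition above a set limit, the mean inhibition across all tested compounds plus 3 SD, cut at about 34% in these data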;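 further: 0% = IFN-gamma with DMSO and 100% = IFN-gamma with 300 µM nifuroxazide; values of inactives mirror those of a sister screen read the other way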
ROMK primary: human ROMK K+ channel modulation, primary screen; AID 1918; B-score at 10 µM; Tet-inducible ROMK, thallium flux fluorescence; actives lie on both sides; P48048; 2% of 130,000 active;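 active means signal ratio slope over the read window, or its plate-corrected B-score, at least 3 SD from the plate mean, either direction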;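 further: B-score of the F/F0 ratio slope over 7 to 12 s after thallium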
Target sequence (P48048 whole entry, looked up): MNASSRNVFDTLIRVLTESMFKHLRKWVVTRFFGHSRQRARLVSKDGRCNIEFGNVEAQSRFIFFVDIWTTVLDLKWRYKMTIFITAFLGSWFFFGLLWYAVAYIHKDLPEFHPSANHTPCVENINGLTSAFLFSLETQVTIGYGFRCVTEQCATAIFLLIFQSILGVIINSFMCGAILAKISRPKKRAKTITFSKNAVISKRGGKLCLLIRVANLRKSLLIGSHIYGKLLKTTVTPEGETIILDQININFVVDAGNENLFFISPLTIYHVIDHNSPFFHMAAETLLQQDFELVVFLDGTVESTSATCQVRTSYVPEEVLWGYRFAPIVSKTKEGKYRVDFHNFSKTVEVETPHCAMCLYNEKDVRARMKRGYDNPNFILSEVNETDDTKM
FLuc stim CS: affects firefly luciferase, flagging false hits in luciferase stimulation screens. P08659. ATPlite luciferase biochemical, luminescence, 10 min; 0 = ATP-free wells, 1 = DMSO control. activation factor at 10 µM. 200,000 tested, under 10 active;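 active means luciferase activation factor, scaled between plate controls, of at least 2 with compound at 10 µM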
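test system = cell-free luciferase reagent | medium = PBS as buffer for the ATP substrate | dosing = test compounds dosed from 2 mM stocks in 100% DMSO | incubation = 10 min at ambient temperature | detection = luminescence measurement of luciferase light output | benchmarks = low control with PBS replacing ATP, high control enzyme plus ATP without compound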
APP 5'UTR act: activates APP 5'UTR luciferase reporter; SH-SY5Y APP 5'UTR luciferase reporter, luminescence; zero percent = DMSO vehicle wells; activation, % at 2 µM; 1% of 190,000 active;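 active means activation above a set limit, based on mean plus 3 SD of controls, cut at about 140% in these data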; further: values of inactives mirror those of a sister screen read the other way
NF-kB expr up: NF-kB expression increase, human neuronal cells; NF-kB reporter expression; hits give high values; 1.6% of 190,000 active; AID 1239; fold change at 12.5 µM; in the data active means fold change above about 3.3
STAT3 inh: STAT3 signaling inhibition. U3A cells, IL-6 STAT3-luciferase reporter, luminescence; host cell line lacks STAT1. inhibition, % at 5.5 µM. 0.89% of 190,000 active. AID 862;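 active means inhibition above the mean inhibition across all screened compounds plus 3 SD, cut at about 44% in these data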;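 further: 0% = DMSO only wells and 100% = 100 µM nifuroxazide control wells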
Starred values were filed as active, the others as inactive; x = not tested or not shown. Rows were taken by chance (roughly 7.1% active in at least one column).

SMILES	APP 5UTR inh	STAT1 activator	FLuc inh counter	STAT3 activator	STAT1 inh	ROMK primary	FLuc stim CS	APP 5'UTR act	NF-kB expr up	STAT3 inh
CCC(C)NC(=O)Cn1c(=O)n(-c2ccccc2)c(=O)c2ccc(C(=O)NCc3ccco3)cc21 (stereo unspecified)	-9.6	95.8	-4.5	93.5	4.5	0.243	1	9.6	0.85	10.1
COc1ccc(C(C)=O)cc1COC(=O)c1cnc(C)cn1	2.8	93.1	-5.0	106.0	7.6	x	1.1	-2.8	1.21	-3.2
CCCCNC(=O)c1ccc2c(c1)N(CC)C(=O)c1ccccc1S2(=O)=O	-12.6	99.4	-3.7	99.1	1.6	x	1	12.6	0.98	1.3
CN(C)CC(C(=O)c1ccccc1)c1ccccc1 (stereo unspecified)	93.9*	81.5	-3.5	86.6	20.8	x	1	-93.9	0.84	21.9
Cc1[nH]c2ccccc2c1C(=O)CCl	-0.1	98.9	-4.7	90.7	-0.7	-1.73	1	0.1	0.83	13.2
CN1CCN(C(=S)c2ccc(N(C)C)cc2)CC1	-2.9	99.9	0.6	99.2	0.1	x	1	2.9	1.55	2.9
CCN(CC(=O)NCc1ccc(F)cc1)C(=O)/C=C/c1cccs1	-6.7	104.4	-3.6	106.1	-6.8	-0.407	1	6.7	x	-1.8
COc1ccc(-c2csc(NC(=O)CCn3cnc4ccccc4c3=O)n2)cc1OC	-3.6	93.8	-6.4	83.4	6.8	x	1.1	3.6	0.6	21.1
CCOC(=O)N1CCN(c2c(NCCCOC(C)C)c(=O)c2=O)CC1	-2.3	87.5	-2.7	96.2	14.2	x	1	2.3	0.93	4.9
O=C(/C=C/c1ccccc1[N+](=O)[O-])NCc1ccccc1Cl	-55.3	106.0	0.8	95.6	-7.2	-0.0969	1	55.3	1.61	7.7
CSc1nnc(Nc2ccccc2C)s1	x	101.5	-3.1	85.8	-1.6	-0.293	1	x	1.39	15.9
Cc1ccc(-c2cc(N)n(-c3ccc(F)cc3)n2)cc1	-70.1	155.3*	33.5	97.2	-64.2	1.05	0.7	70.1	2.85	8.2
O=C(Nc1ccc(Cl)cc1)OCCn1nnnc1C(c1ccccc1)N1CCOCC1 (stereo unspecified)	-3.9	97.4	-8.3	94.3	2.9	x	1.1	3.9	1.01	12.2
C=CCn1c(-c2cccc(OC)c2)n[nH]c1=S	-12.5	101.1	2.2	100.2	-1.3	-0.38	1	12.5	1.06	2.4
CN(C)S(=O)(=O)c1ccc(NS(=O)(=O)/C=C/c2ccccc2)cc1	4.7	94.9	-5.6	95.2	5.6	x	1.1	-4.7	1.13	10.7
CCn1c(SCC(=O)Nc2ccc(S(=O)(=O)Nc3ccccn3)cc2)nnc1-c1ccncc1	24.2	90.4	-5.3	107.1	7.5	x	1.1	-24.2	1.32	-5.4
CCOC(=O)c1nnn(CC(=O)N2N=C(c3ccccc3)CC2c2ccccc2)c1C(=O)OCC (stereo unspecified)	-10.3	97.7	-1.4	100.1	2.5	x	1	10.3	1.17	4.1
COc1ccc(OC)c(S(=O)(=O)N(C)CC(=O)Nc2ccccc2OC)c1	-5.2	90.4	-7.4	94.8	10.4	x	1.1	5.2	0.86	9.0
COc1ccc(C)cc1NC(=O)C(c1ccccc1)N1CCNC(=O)C1 (stereo unspecified)	-9.5	97.7	-3.4	94.9	2.3	-0.062	1	9.5	1.16	10.5
N#Cc1c(-c2ccco2)nc(SCc2ccc(F)cc2)[nH]c1=O	1.2	103.2	-10.3	105.4	-3.4	x	1.1	-1.2	1.54	-4.6
CC1(C)CC(=O)C(CC2=C(O)CC(C)(C)CC2=O)=C(O)C1	-3.9	95.6	-5.1	102.7	4.7	x	1.1	3.9	0.91	0.9
S=C(NCc1ccccc1Cl)NC1CCCC1	20.7	92.0	-5.3	93.2	9.1	x	1.1	-20.7	1.01	10.8
COc1ccc(C(CNC(=O)COc2ccccc2C#N)N2CCOCC2)cc1 (stereo unspecified)	-6.3	99.1	-4.1	107.1	0.9	-0.27	1	6.3	1.14	-1.0
CCOC(=O)c1sc2nc(CSCC(=O)OCc3ccc(C(=O)OC)o3)[nH]c(=O)c2c1C	6.6	89.0	-6.4	93.7	12.1	0.294	1.1	-6.6	1.01	16.0
NNC(=O)c1nn(-c2ccccc2)cc1O	-23.7	99.3	-0.9	99.8	-0.4	-0.226	1	23.7	1.23	1.9
Cc1sc2nc(CN3CCOCC3)nc(NS(=O)(=O)c3ccc4c(c3)OCCO4)c2c1C	-19.8	99.9	-3.6	119.9	0.1	x	1	19.8	1.2	-15.3
O=C(NCc1ccccc1C(F)(F)F)C12CN(Cc3ccccc3)CC1C(c1ccc([N+](=O)[O-])cc1)=NO2 (stereo unspecified)	16.4	102.9	-6.9	110.2	-3.1	x	1.1	-16.4	0.95	-6.4
COc1ccc(OC)c(-c2csc(N3CCC(c4ccccc4)CC3)n2)c1	-5.9	103.8	0.7	97.3	-6.1	-0.0822	1	5.9	1.94	6.9
Cc1nnc(NC(=O)CCCCCN2C(=O)C3C4C=CC(C4)C3C2=O)s1 (stereo unspecified)	-6.0	108.1	-9.8	101.7	-7.7	x	1.1	6.0	1.06	-1.9
CN1CCN(C(=O)C2=C[C@@H](c3ccc(Br)cc3)C[C@@H](OCc3ccc(CO)cc3)O2)CC1	-22.2	96.1	0.0	x	5.7	x	1	22.2	1.02	x
CC(C)N(CCc1ccncc1)C(=O)Nc1ccc(Cl)c(Cl)c1	5.5	102.0	-4.6	94.0	-2.2	x	1	-5.5	0.9	15.5
CC1CN(C2CCN(C(=O)c3ccccc3Cl)CC2)CC(C)O1 (stereo unspecified)	-11.2	99.7	-7.0	99.7	0.4	0.813	1.1	11.2	1.02	6.1
Cn1cnc2c(=O)[nH]cc([N+](=O)[O-])c21	-16.7	99.8	-5.1	101.7	0.4	-0.0173	1.1	16.7	0.97	6.5
CSc1nc2ccc(NC(=O)c3ccc(F)c(F)c3)cc2s1	-48.7	140.0*	-0.1	93.3	-44.9	0.014	1	48.7	2.39	9.3
CN(CC(=O)Nc1ccccc1N1CCOCC1)S(=O)(=O)c1ccc(F)cc1	-2.1	99.0	-6.0	97.9	1.1	x	1.1	2.1	0.48	5.4
O=C(N/N=C(\c1ccccc1)c1cccnc1)C(O)(c1ccccc1)c1ccccc1	-5.2	93.6	-1.2	92.3	7.1	x	1	5.2	0.99	11.2
CCN(CC)S(=O)(=O)c1cc(NC(=O)COC(=O)c2sc3ccccc3c2Cl)ccc1C	4.6	101.3	-7.2	93.7	-1.4	-0.00654	1.1	-4.6	0.87	5.3
Cc1cc(C)c(S(=O)(=O)N2CCN(c3ccc([N+](=O)[O-])c(NCc4ccco4)c3)CC2)c(C)c1	-16.2	87.1	-2.9	109.6	14.4	x	1	16.2	1.04	-6.8
CCCc1cc(NCCCCO)n2c(nc3ccccc32)c1C#N	-11.2	83.5	-6.2	96.1	17.7	-0.26	1.1	11.2	0.8	7.1
COc1ccc(NC(=O)/C(Cl)=C(/Cl)S(=O)Cc2ccc(C)cc2)cn1 (stereo unspecified)	91.7*	221.9*	-2.1	111.6	-132.0	-1.73	1	-91.7	0.13	-6.0
NC(=O)CS(=O)(=O)c1nc2ccccc2n1Cc1ccccc1F	-10.2	100.7	-5.9	102.1	-0.7	x	1.1	10.2	0.91	-0.5
COc1cccc(-n2c(Cc3cc(=O)[nH]c(=O)[nH]3)nnc2SC(C)C)c1	x	95.5	-8.7	99.0	5.0	x	1.1	x	1.04	10.0
O=C(CNCC1CCCCC1)Nc1ccc(N2CCCCC2)cc1	-0.9	98.8	-5.2	98.7	-0.1	0.135	1.1	0.9	1.01	9.3
CCOCCCNC(=O)C(NC(=O)CNC(C)=O)c1ccc(C)cc1 (stereo unspecified)	10.7	96.3	1.1	96.3	4.0	0.02	1	-10.7	1.43	9.9
O=C(/C=C\c1cn(-c2ccccc2)nc1-c1ccc2c(c1)OCCO2)N1CCOCC1	0.1	82.8	-3.1	91.5	16.9	0.446	1	-0.1	0.46	12.2
COC(=O)C1CCN(C(=O)c2sc3nc(-c4ccccc4)cn3c2C)CC1	-1.0	110.2	-2.0	102.0	-6.0	-0.793	1	1.0	1.27	-2.5
N#CCCN(C(=O)COC(=O)C1CCN(S(=O)(=O)c2cccs2)CC1)c1ccccc1	-11.6	91.7	-8.2	97.7	9.4	-0.895	1.1	11.6	1	8.6
COc1ccc(N(CC(=O)Nc2ccccc2C(=O)NCC(C)C)S(C)(=O)=O)cc1	-16.2	95.3	-0.6	98.2	4.5	0.495	1	16.2	1.03	3.5
CCn1ccnc1CN(C)Cc1cn(-c2cccc(C)c2)nc1-c1cccc(F)c1	-11.2	102.7	-4.0	109.1	-4.6	0.473	1	11.2	0.67	-5.9
Cc1cc(N2C(=O)C3C4C=CC(C4)C3C2=O)ccc1NC(=O)c1cccs1 (stereo unspecified)	3.2	97.5	1.3	100.4	2.9	x	1	-3.2	1.03	2.4
C=CCn1c(N2CCCCCC2)nc2c1c(=O)n(C)c(=O)n2C	-4.8	85.6	-4.0	101.0	16.2	x	1	4.8	0.94	1.5
O=C(NN1CCCCC1)c1ccc(COc2ccc(Cl)cc2)cc1	6.9	92.9	-6.4	94.0	7.9	-0.327	1.1	-6.9	0.87	15.5
CSc1ncc(Cl)c(C(=O)NCc2ccc3c(c2)OCO3)n1	-1.7	104.1	-3.2	104.7	-2.0	0.0378	1	1.7	0.97	-1.8
CCOC(=O)c1c(NC(=O)C2c3ccccc3Oc3ccccc32)sc(C(=O)N(CC)CC)c1C	-1.5	98.5	-2.5	107.0	1.6	1.23	1	1.5	0.89	-0.6
Cc1cccc(NC2SC(=O)NC2=O)c1 (stereo unspecified)	3.3	101.6	-3.9	91.9	-1.9	0.111	1	-3.3	1.12	12.2
COc1ccc(Cc2c(N)nc(C)nc2N)cc1	-12.9	92.8	-5.6	94.3	7.2	0.721	1.1	12.9	1.03	9.0

Exported as a markdown table: part of the list above
| SMILES | APP 5UTR inh | STAT1 activator | FLuc inh counter | STAT3 activator | STAT1 inh | ROMK primary | FLuc stim CS | APP 5'UTR act | NF-kB expr up | STAT3 inh |
| --- | --- | --- | --- | --- | --- | --- | --- | --- | --- | --- |
| Cc1cc(N2C(=O)C3C4C=CC(C4)C3C2=O)ccc1NC(=O)c1cccs1 (stereo unspecified) | 3.2 | 97.5 | 1.3 | 100.4 | 2.9 | x | 1 | -3.2 | 1.03 | 2.4 |
| CCOC(=O)c1c(NC(=O)C2c3ccccc3Oc3ccccc32)sc(C(=O)N(CC)CC)c1C | -1.5 | 98.5 | -2.5 | 107.0 | 1.6 | 1.23 | 1 | 1.5 | 0.89 | -0.6 |
| CCn1ccnc1CN(C)Cc1cn(-c2cccc(C)c2)nc1-c1cccc(F)c1 | -11.2 | 102.7 | -4.0 | 109.1 | -4.6 | 0.473 | 1 | 11.2 | 0.67 | -5.9 |
